CIT2 TOR yeast = modulators of TOR pathway CIT2-GFP in S. cerevisiae. S. cerevisiae CIT2-GFP strain, flow cytometry, 3 h; 100 means same as DMSO wells. GFP response vs DMSO, % at 10 µM. hit rate 0.065% among 320,000. AID 2029;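 active means GFP response relative to DMSO above a set limit, near the screen mean plus 3 SD, cut at about 150% in these data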;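 further: ratio of well median GFP fluorescence to mean of DMSO wells on the plate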
AGP1 TOR yeast = yeast TOR pathway AGP1-GFP modulation; hit rate 0.02% among 320,000; GFP response vs DMSO, % at 10 µM; AID 2066; S. cerevisiae AGP1-GFP multiplex flow cytometry, 3 h; GFP as percent of DMSO wells;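 active means GFP response relative to DMSO above a set limit, near screen average plus 3 SD, cut at about 150% in these data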;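 further: median GFP channel fluorescence of the gated AGP1 strain per well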
CR mimetic SO = lowers age-related superoxide in aged yeast cells | S. cerevisiae aged cells, superoxide DHE fluorescence; hits give low values | superoxide response (% of plate mean), % at 10 µM | hit rate 0.18% among 330,000 | AID 2690;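 active means superoxide response under a set limit, about three screen SD below normal, cut at about 65% in these data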;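 further: yeast aged for seven days with compound at 30 °C before DHE staining; 100% = average MFI of all compound-treated wells on the plate with controls excluded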
Bcl-xL primary = blocks human Bcl-xL binding to Bim BH3 peptide; hit rate 0.7% among 320,000; inhibition, % at 10.9 µM; Q07817; AID 2129; GST-Bcl-xL / FITC-Bim BH3 peptide fluorescence polarization;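 active means inhibition above the mean of all tested compounds plus 3 SD, cutoff set per campaign, cut at about 30% in these data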;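 further: 0% = DMSO wells and 100% = unlabeled Bim-BH3 peptide competitor; inhibitors lower millipolarization by displacing the labeled peptide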
Target sequence (Q07817 whole entry, looked up): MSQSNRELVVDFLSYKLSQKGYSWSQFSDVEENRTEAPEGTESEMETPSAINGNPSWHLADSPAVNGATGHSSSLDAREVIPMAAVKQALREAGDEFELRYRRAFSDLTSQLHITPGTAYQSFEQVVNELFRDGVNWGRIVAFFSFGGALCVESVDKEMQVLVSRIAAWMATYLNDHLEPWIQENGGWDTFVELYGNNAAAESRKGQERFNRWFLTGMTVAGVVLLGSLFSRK
GLD-1 RNA inh = GLD-1-TGE RNA interaction inhibition (C. elegans) | Q17339 | purified GLD-1 + fluorescein TGE RNA, fluorescence polarization | inhibition, % at 5.96 µM | hit rate 0.44% among 320,000 | AID 2280;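 active means percent inhibition above a per-plate cutoff, the plate mean of test compounds plus 3 SD, cut at about 30% in these data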;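 further: 0% = DMSO wells with GLD-1 and probe and 100% = wells lacking GLD-1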
VLA-4 inh = inhibition in a human VLA-4 binding assay | P13612 | VLA-4 expressing cells, ligand binding flow cytometry | inhibition, % (about 7 µM as worked out from the volumes in the protocol) | hit rate 0.2% among 330,000; in the data active means inhibition above about 50%
GRK2 aptamer HTS = inhibitors of human GRK2 displacing RNA aptamer. hit rate 0.59% among 330,000. AID 488847. P25098. bead flow cytometry, FAM-aptamer displacement from GRK2. inhibition of aptamer binding, % at 10 µM;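 active means inhibition of aptamer binding above 40%, roughly 3 SD of noise, on plates passing a quality check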;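 further: median bead fluorescence of bound FAM aptamer so fluorescent compounds give negative values; no value below 0 was filed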
Target sequence (P25098 whole entry, looked up): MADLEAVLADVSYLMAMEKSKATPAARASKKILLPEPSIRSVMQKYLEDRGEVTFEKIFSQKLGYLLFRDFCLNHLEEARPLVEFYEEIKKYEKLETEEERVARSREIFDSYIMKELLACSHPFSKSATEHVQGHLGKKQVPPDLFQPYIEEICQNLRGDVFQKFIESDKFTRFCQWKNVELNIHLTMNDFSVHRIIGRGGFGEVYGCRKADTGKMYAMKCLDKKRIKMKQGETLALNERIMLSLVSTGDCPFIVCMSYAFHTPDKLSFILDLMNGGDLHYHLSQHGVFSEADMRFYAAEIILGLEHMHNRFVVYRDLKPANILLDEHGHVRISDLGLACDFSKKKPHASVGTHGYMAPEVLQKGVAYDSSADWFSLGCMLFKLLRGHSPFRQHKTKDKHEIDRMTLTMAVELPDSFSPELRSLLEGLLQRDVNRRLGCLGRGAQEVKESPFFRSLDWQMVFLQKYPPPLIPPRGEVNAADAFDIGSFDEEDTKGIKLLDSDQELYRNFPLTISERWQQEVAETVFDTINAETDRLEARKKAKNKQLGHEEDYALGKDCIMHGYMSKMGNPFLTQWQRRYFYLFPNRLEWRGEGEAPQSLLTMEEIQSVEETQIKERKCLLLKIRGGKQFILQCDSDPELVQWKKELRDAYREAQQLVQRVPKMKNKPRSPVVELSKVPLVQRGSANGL
MEX-5 binding = C. elegans MEX-5 TCR-2 RNA binding activity. Q9XUB2. MEX-5/FITC-TCR2 RNA binding, fluorescence polarization; hits give low values. activity score (negative = inhibition of binding), % at 10 µM. hit rate 0.38% among 300,000. AID 1832;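 active means inhibition past about -25% in most replicates, and total fluorescence under double the plate's negative control median, limit read from the data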;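 further: 0% = DMSO and -100% = 5 µM competing unlabeled TCR2 RNA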
MCL1-BIM inh = disrupts human MCL1 binding to BIM-BH3 peptide. AID 2057. inhibition, % at 10.9 µM. GST-MCL1 / FITC-Bim-BH3 fluorescence polarization. Q07820. hit rate 0.68% among 320,000;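 active means inhibition above the mean inhibition of all tested compounds plus 3 SD, set per campaign, cut at about 40% in these data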;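 further: 0% = DMSO wells and 100% = unlabeled Bim-BH3 peptide control; higher means more loss of mP so more displacement of Bim peptide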
Active calls of the source: *; · = not tested or not shown; [ ] = another dose, or the depositor's remark.

structure,CIT2 TOR yeast,AGP1 TOR yeast,CR mimetic SO,Bcl-xL primary,GLD-1 RNA inh,VLA-4 inh,GRK2 aptamer HTS,MEX-5 binding,MCL1-BIM inh
O=C(Nc1ccc(CN2CCCCC2)cc1)c1c(F)c(F)c(F)c(F)c1F,104,106,100,-3,2,5,0,0.2,-1
O=C1N[C@@H](Cc2ccccc2)[C@@H](c2ccco2)O1,93,88,101,6,-7,0,1,-1.6,3
O=C(COC(=O)c1cnccn1)Nc1ccc(Cl)cc1,99,102,106,-2,1,5,0,-1.9,-3
COc1ccc(-c2n[nH]c(=S)n2/N=C/c2cccn2C)cc1,93,99,102,-20,2,9,0,2.3,-15
COc1ccc(C(=O)CN2C(=O)c3ccccc3C2=O)cc1,99,100,106,3,-2,4,0,-7.0,6
COc1cccc(N=Nc2c(N)[nH]n3c(=O)c4c(nc23)CCCC4)c1,·,103,98,9,-5,-2,0,1.9,24
Cc1ccc(CSCC(Nc2ccc(C(=O)O)cc2[N+](=O)[O-])C(=O)O)cc1 (stereo not given),95,92,120,6,8,-5,0,1.7,7
COc1ccc(N2C(=O)CC(SC(C)C)C2=O)cc1 (stereo not given),100,107,95,4,-3,5,0,2.5,5
Cc1ccc(C2C3=C(CC(C)(C)CC3=O)N(CCN3CCOCC3)C3=C2C(=O)CC(C)(C)C3)cc1,99,93,107,16,18,-11,1,-0.9,14
O=C1C(O)CC2c3ccccc3CC3(CCCC3)N12 (stereo not given),102,104,99,0,0,7,3,0.7,-5
COc1ccc2c(c1)c(CC(=O)OCC(=O)N(C)C)c(C)n2C(=O)c1ccc(Cl)cc1,107,100,106,-1,11,-4,0,0.4,-5
COc1ccc(-c2nc3c(-c4ccccc4)cnn3cc2C)cc1F,102,93,116,0,7,-11,1,-3.0,-2
CC(=O)Oc1ccccc1C(=O)N(C1CCCCC1)C1CCCCC1,103,91,100,1,-7,4,3,-1.4,5
O=C(CNS(=O)(=O)c1ccccc1)NCc1cccnc1,90,92,89,2,1,-1,5,1.6,7
CCNC(=O)COc1ccc(CC)cc1,105,102,95,5,0,29,1,-3.9,8
CCN(CC)c1ccc(S(=O)(=O)N2CCOCC2)cc1NC(=O)Cn1nc(C)c([N+](=O)[O-])c1C,83,95,123,1,-5,18,4,·,-2
O=C(COC(=O)C1CCN(c2ccc(C(F)(F)F)cn2)CC1)NCc1ccc(Cl)cc1Cl,85,94,91,-3,9,3,1,0.7,-14
COc1ccc(OC)c(NC(=O)c2ccc(-n3cccn3)nc2)c1,100,91,90,5,4,0,0,-2.2,7
CC/C(C)=N\NC(=O)CNC(=O)c1ccc(Cl)cc1Cl,102,98,110,1,-1,-6,3,-0.7,8
N#Cc1c(-c2ccccc2)c(-c2ccccc2)nn(CC(=O)NNC(=O)Nc2ccccc2)c1=O,69,105,101,5,2,8,0,2.5,8
Cn1cccc1C(=O)Nc1ccc(Cl)c(S(=O)(=O)N2CCCCC2)c1,95,103,100,·,12,-4,1,·,·
Cc1oc(-c2cc3c(cc2Cl)OCO3)nc1CN1CCCC1c1ccc(F)cc1 (stereo not given),104,101,106,5,2,-1,0,3.6,5
Cn1c(=O)c2c(nc(NCCOc3ccc(F)cc3)n2C)n(C)c1=O,111,105,99,4,-8,15,0,-1.7,10
COc1ccc(CNC(=O)C(=O)c2cn(CC(=O)N3CCCC3)c3ccccc23)cc1,104[may fluoresce green],103[may fluoresce green],94,1,3,9,4,-5.8,-4
CC1CCCCC1NC(=O)c1nn(C)c(=O)c2ccccc12 (stereo not given),83,94,94,3,4,5,3,-0.9,3

Single values from above.
VLA-4 inh result of `O=C1C(O)CC2c3ccccc3CC3(CCCC3)N12` (stereo not given) = 7
CIT2 TOR yeast result of `COc1ccc(N2C(=O)CC(SC(C)C)C2=O)cc1` (stereo not given) = 100

Other records follow:
structure,CIT2 TOR yeast,AGP1 TOR yeast,CR mimetic SO,Bcl-xL primary,GLD-1 RNA inh,VLA-4 inh,GRK2 aptamer HTS,MEX-5 binding,MCL1-BIM inh
O=C(/C=C/c1ccccc1)NCCc1c[nH]c2ccccc12,100,108,91,5,5,9,0,·,-2
CCN(CC)S(=O)(=O)c1ccc(N2CCc3cc(OC)c(OC)cc3C2)nc1,103,104,105,3,2,1,0,-4.0,4
COc1cccc(CN2CCCC(C(=O)c3ccc4c(c3)OCO4)C2)c1OC (stereo not given),100,96,121,-3,-8,-223,0,0.5,-2
Oc1cccc(-n2nnnc2SCc2ccccc2F)c1,95,104,94,2,4,0,6,4.6,4
COC(=O)C1CN(C(=O)COc2ccccc2C)c2ccccc2O1 (stereo not given),108,103,80,-2,-6,-23,0,0.5,-2
O=C(Nc1ccccc1)C1CCCN1S(=O)(=O)c1cccs1 (stereo not given),99,111,106,7,-2,-16,0,-1.9,5
COCCNC(=O)COc1ncnc2ccc(Br)cc12,89,93,99,-2,-2,3,0,-0.7,-12
CC(C)(C)CNC(CO)C12CC3CC(CC(C3)C1)C2 (stereo not given),104,107,116,9,2,6,0,0.4,-1
CC1CCN(CC(=O)NC(=O)NCc2ccccc2)CC1,97,100,119,0,-9,9,0,1.3,-3
Cc1c(C(=O)NNC(=O)c2ccccc2O)oc2ccc(Br)cc12,89,99,120,-2,-5,0,0,-3.4,5
COc1cccc(C(=O)Nc2nnc(-c3cccs3)o2)c1,96,103,126,7,6,30,2,-1.2,8
CCN(CC)S(=O)(=O)c1ccc(OC)c(NC(=O)C(Cc2ccccc2)N2C(=O)c3ccccc3C2=O)c1 (stereo not given),101,101,99,6,1,2,6,-0.7,3
O=C1CCCC(=O)N1c1ccc(Oc2ccc(Cl)cc2)cc1,100,105,103,4,-6,4,3,0.9,-5
O=C(O)c1nc(NCc2ccccc2)ncc1Cl,101,94,109,-8,1,-19,2,1.3,-13
CCOC(=O)C1CCN(C(=O)c2cc3c(-c4ccc(OC)c(OC)c4)nn(C)c3s2)CC1,98,103,88,5,0,22,0,-2.7,-3
CN(C)CCCN(C(=O)c1ccc2c(c1)CCCC2)c1nc2c(F)cccc2s1,92,97,100,4,1,31,0,3.8,7
Cc1[nH]n2c(=O)cc(C(C)C)nc2c1-c1ccccc1,96,96,91,0,-1,24,3,1.0,2
COc1ccc(CNCCC(c2ccc(OC(C)C)cc2)c2ccccc2OC)cc1 (stereo not given),92,101,104,2,-6,7,0,-0.7,0
COc1ccc(-c2cc3ccccc3[nH]2)cc1,90,98,86,0,-3,5,0,-2.7,-1
Cc1oc2c(C)c3oc(=O)c(CCC(=O)NCCCCCC(=O)O)c(C)c3cc2c1C,104,103,83,8,-4,4,5,2.6,2
Cc1ccc(OCCNC(=O)c2ccc(C)o2)cc1,91,91,109,4,1,16,0,·,3
O=C(NC1CCN(S(=O)(=O)c2ccccc2C(F)(F)F)CC1)c1ccco1,105,96,101,5,-3,10,0,4.0,-1
NC1=NC(=O)/C(=C/c2ccccc2OS(=O)(=O)c2ccc3ccccc3c2)S1,102,103,111,5,12,30,0,·,1
Cc1ccccc1CCNC(=O)CCn1ccc2cc(S(=O)(=O)N3CCCC3)ccc21,106,114,88,4,-2,16,2,-0.3,5
CC(C)C[C@@H](CO)N1CCN(Cc2cccnc2)CCC1=O,68,80,95,-2,6,25,2,0.9,-5

Part of the list above in order of formula weight, rising:
structure,CIT2 TOR yeast,AGP1 TOR yeast,CR mimetic SO,Bcl-xL primary,GLD-1 RNA inh,VLA-4 inh,GRK2 aptamer HTS,MEX-5 binding,MCL1-BIM inh
O=C(O)c1nc(NCc2ccccc2)ncc1Cl,101,94,109,-8,1,-19,2,1.3,-13
COC(=O)C1CN(C(=O)COc2ccccc2C)c2ccccc2O1 (stereo not given),108,103,80,-2,-6,-23,0,0.5,-2
Cc1oc2c(C)c3oc(=O)c(CCC(=O)NCCCCCC(=O)O)c(C)c3cc2c1C,104,103,83,8,-4,4,5,2.6,2

(listing goes on)
structure,CIT2 TOR yeast,AGP1 TOR yeast,CR mimetic SO,Bcl-xL primary,GLD-1 RNA inh,VLA-4 inh,GRK2 aptamer HTS,MEX-5 binding,MCL1-BIM inh
COc1ccc(N/C(N)=N/c2nc(C)cc(=O)[nH]2)cc1,105,105,100,17,0,10,0,-0.2,4
O=c1c(Cc2ccc(Cl)cc2Cl)c(O)ccn1CC(F)(F)F,105,98,97,7,5,-7,0,-2.4,-2
CCn1c(SCC(=O)Nc2nccs2)nnc1-c1ccco1,110,102,80,-1,2,12,2,-1.0,-1
Cc1ccccc1OCCCN1CCCC1,·,107,79,1,9,7,6,0.5,-2
CCNC(=O)CSc1nc2ccccc2c(=O)n1OC,95,107,100,0,11,-2,2,1.2,9
CC(C)(C)OC(=O)C[C@@H]1C/C=C\C[C@H](CC(=O)N(CCO)Cc2ccccc2)C(=O)N[C@@H](Cc2c[nH]c3ccccc23)COC1=O,102,112,92,·,7,12,7,·,·
CC(NC(=O)c1cn(C)c2ccc(S(=O)(=O)N3CCCC3)cc2c1=O)c1ccccc1 (stereo not given),101,102,108,1,-4,-7,0,4.9,1
Cc1ccc(CN2CCN(C(=O)c3ccncc3)CC2)cc1,98,103,106,-2,0,11,0,-0.9,3
CC(=O)NC1(C(F)(F)F)C(=O)Nc2c1c(=O)n(C)c(=O)n2C (stereo not given),97,109,99,10,6,2,1,·,5
Cc1cccc(C)c1NC(=O)CNC(=O)c1ccccc1OCc1ccccc1,93,104,104,2,7,11,0,-0.1,3
O=C(CCS(=O)(=O)c1ccc2c(c1)NC(=O)CO2)NCc1ccccc1,115,106,97,4,1,13,1,-1.4,0
CCC(=O)Nc1c2c(nn1-c1ccc(F)cc1)CS(=O)C2 (stereo not given),95,99,124,0,7,39,0,-0.7,7
CCCC(CCC(=O)Nc1ccn(-c2ccccc2)n1)C(=O)O (stereo not given),93,99,104,1,1,7,0,2.3,-6
CCOC(=O)N1CCN(C(=O)c2ccc3c(=O)n(Cc4ccccc4OC)c(=S)[nH]c3c2)CC1,103,102,103,1,-2,2,1,-1.8,-3
Cc1ccnc2ccc(SC(F)(F)F)cc12,92,93,107,1,3,-15,0,-0.1,-8
COc1ccc(-c2nc(-c3ccc(Br)o3)no2)cc1OC,89,92,95,8,2,-2,0,-1.7,9
Cc1c(C(=O)N/N=C/c2ccccn2)nnn1-c1nonc1N,98,104,111,1,11,11,0,-0.8,3
CN1CCN(C(=O)c2ccc3c(c2)N(Cc2ccccc2)CCS3)CC1,113,109,102,-4,0,9,1,1.8,-2
Cc1cc(=O)[nH]c2c(C)c(N)ccc12,101,97,93,6,2,-37,1,0.1,4
Cc1ccc(-n2c(SC3CCOC3=O)nc3ccccc3c2=O)cc1 (stereo not given),96,90,93,31*,4,-1,2,0.7,9

Rewritten with two lines to a compound: part of the list above.
Below each SMILES: CIT2 TOR yeast, AGP1 TOR yeast, CR mimetic SO, Bcl-xL primary, GLD-1 RNA inh, VLA-4 inh, GRK2 aptamer HTS, MEX-5 binding, MCL1-BIM inh
> Cc1c(C(=O)N/N=C/c2ccccn2)nnn1-c1nonc1N
  98, 104, 111, 1, 11, 11, 0, -0.8, 3
> CN1CCN(C(=O)c2ccc3c(c2)N(Cc2ccccc2)CCS3)CC1
  113, 109, 102, -4, 0, 9, 1, 1.8, -2
> Cc1cc(=O)[nH]c2c(C)c(N)ccc12
  101, 97, 93, 6, 2, -37, 1, 0.1, 4

Compound activity from PubChem.

Compounds as they come; 2.1% or so of the library scored in one or more.
